Screening results (PubChem BioAssay)
INS promoter inh: TRM-6 insulin promoter activity inhibition; inhibition, % at 2 µM; TRM-6 cells (human fetal islet line), insulin promoter-eGFP reporter, imaging; reporter expression induced with tamoxifen; actives 0.9% (n = 130,000); AID 1273;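 active means inhibition above the mean plus 3 SD, with well images judged a real hit on visual review, cut at about 60% in these data, passing the limit was not always enough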
sdo1 growth: restores growth of sdo1-depleted yeast. AID 817. S. cerevisiae sdo1-depleted JHY4D growth rescue, OD600 30 h; active compounds read high; pdr5 snq2 efflux-pump mutant strain. z-score at 10 µM. actives 0.21% (n = 140,000);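 active means z-score above 3 at both the 24 hr and the 30 hr optical density reads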;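 further: z-score against mean and SD of all compound wells on the same plate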
sdo1 growth Rescue 24 h: also measured in sdo1 growth; calls as there; z-score; S. cerevisiae sdo1-depleted JHY4D growth rescue, OD600; measured here: growth rescue at 24 h;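 0 is the plate mean of compound wells and units are plate SD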
* = called active by the depositor; / = no result given; & = joins results of further samples; [ ] = another dose, or the depositor's remark. Some of the compounds tested; count on the stated rates, not on these rows.

Second line of a record: INS promoter inh | sdo1 growth | sdo1 growth Rescue 24 h
> Cn1nc(-c2ccccc2)c(C(O)c2ccccc2C(F)(F)F)c1Cl (stereo not given)
→ -97 | -1.6 | -1.2
> COC(=O)c1ccc(Cl)cc1NC(=O)/C=C/c1ccc(C)o1
→ 4 | 0.38 | 0.3
> CC(=O)c1ccc(NC2OC(C)C(O)C(O)C2O)cc1 (stereo not given)
→ -27 | 0.78 | -0.02
> CNC(=O)COC(=O)CNC(=O)c1cc(Cl)cc([N+](=O)[O-])c1
→ -8 | / | /
> COc1ccc2nc(C(F)(F)C(F)(F)F)c(C#N)c(N)c2c1
→ 46 | -1.9 | -1.2
> COc1ccc2[nH]c(=O)c(CN(CCN3CCCC3)C(=O)Nc3ccccc3Cl)cc2c1
→ / | 0.14 | 0.28
> Cc1cccc2c(SCC(=O)NCC3CCCO3)nc(-c3ccc(F)cc3)nc12 (stereo not given)
→ 23 | 1.8 | 4.5
> CCCCCCOC(=O)CCn1[nH]c(=O)c2ccccc2c1=O
→ 7 | -0.4 | 0.03
> Cc1nn(C)c(C)c1S(=O)(=O)N1CCC(C(=O)Nc2ccc3c(c2)OCCO3)CC1
→ / | 1.7 | 1.4
> O=C(N/N=C/c1cc2ccccc2nc1Cl)/C(=C/c1cccs1)NC(=O)c1ccccc1
→ 37 | -0.23 | 0.56
> COc1cc(C(=O)N/N=C(\C)Cc2ccccc2)cc(OC)c1OC
→ -68 | 1.2 | 1.1
> CC(=O)Nc1cccc(NS(=O)(=O)Cc2ccc(Cl)cc2)c1
→ -169 | 0.02 | -0.15
> S=C(c1ccc(N2CCOCC2)cc1)N1CCOCC1
→ 15 | 0.43 | 0
> CCOC(=O)Cc1csc(NC(=O)CSc2nc3cccnc3n2CC)n1
→ -14 | 0.1 | 0.23
> CCOc1ccc(N2C(=O)Nc3ccccc3C2(O)C(=O)NCc2ccccc2)cc1 (stereo not given)
→ 0 | / | /
> COc1ccccc1C1(CC(=O)N2CCCCC2)CCOC(C(C)C)C1 (stereo not given)
→ -69 | -1.3 | -1.4
> Cc1ccc(N2CC(C(N)=O)CC2=O)cc1 (stereo not given)
→ / | 0.67 | 0.17
> CN1CCN(S(=O)(=O)c2cccc(S(=O)(=O)c3ccc(Cl)c(Cl)c3)c2)CC1
→ / | -0.12[8.4 µM] | 0.17
> O=C(Nc1ccccc1)/C(=C/c1ccccc1)c1ccccc1
→ -41 | -0.43[16.6 µM] | -0.01
> O=[N+]([O-])c1cc(S(=O)(=O)N2CCCCC2)ccc1NCc1cccc(Cl)c1
→ / | 0.31 | 0.49

3 structures from above, ordered by molecular weight, ascending:
Second line of a record: INS promoter inh | sdo1 growth | sdo1 growth Rescue 24 h
> CCCCCCOC(=O)CCn1[nH]c(=O)c2ccccc2c1=O
→ 7 | -0.4 | 0.03
> Cc1cccc2c(SCC(=O)NCC3CCCO3)nc(-c3ccc(F)cc3)nc12 (stereo not given)
→ 23 | 1.8 | 4.5
> Cc1nn(C)c(C)c1S(=O)(=O)N1CCC(C(=O)Nc2ccc3c(c2)OCCO3)CC1
→ / | 1.7 | 1.4

The list continues:
Second line of a record: INS promoter inh | sdo1 growth | sdo1 growth Rescue 24 h
> CCOc1cc(S(=O)(=O)N2CCN(Cc3ccccc3)CC2)ccc1Br
→ 20 | -1.8 | -1
> Cc1ccc(CNC(=O)/C=C/c2ccc(Br)o2)cc1
→ / | 0.56 | 0.56
> CC(=O)Nc1ccc(S(=O)(=O)Nc2nc(C)cc(-n3nc(C)cc3C)n2)cc1
→ -16 | -0.33 | -0.73
> O=C(CN1CC(c2ccccc2)CC1=O)N/N=C/c1cc(Br)ccc1O (stereo not given)
→ -3 | 0.41 | 1.3
> CCC(CC)C(=O)c1c[nH]c(C(=O)NCCCn2ccnc2)c1
→ 3 | -0.1 | -0.25
> Cc1cc(C(=O)Cn2nc(C(=O)O)c3ccccc3c2=O)c(C)n1CC(F)(F)F
→ -5 | / | /
> Cc1ccsc1C1C=C(c2cccc(Br)c2)Nc2ncnn21 (stereo not given)
→ / | -1.2 | -0.8
> COc1ccc(-c2noc(CN(C(=O)C(C)(C)C)C(C)C)n2)cc1
→ -18 | -0.05 | 0.16
> CC(C)[C@H](NC(=O)CCn1nnc2ccccc2c1=O)C(=O)O
→ -14 | 0.87 | 0.44
> CCOC(=O)Cc1sc(N)nc1C
→ -17 | 1.1 | 0.9

Next part; it opens with the two that closed the last part.
Second line of a record: INS promoter inh | sdo1 growth | sdo1 growth Rescue 24 h
> CC(C)[C@H](NC(=O)CCn1nnc2ccccc2c1=O)C(=O)O
→ -14 | 0.87 | 0.44
> CCOC(=O)Cc1sc(N)nc1C
→ -17 | 1.1 | 0.9
> CC(=O)Oc1cccc2c1C(=O)c1c(OC(C)=O)cc(C(=O)O)cc1C2=O
→ 55 | 0.91 | 0.27
> Cc1ccc2nc(-c3ccc(NS(C)(=O)=O)cc3)cc(-c3ccccc3)c2c1
→ 3 | -1.6 | -1.1
> O=[N+]([O-])c1ccc(N2CCN(S(=O)(=O)c3ccccc3[N+](=O)[O-])CC2)cc1NCc1cccnc1
→ -7 | -0.4 | -0.82
> CCOC(=O)C(NC(C)=O)(Nc1ccc(S(=O)(=O)Nc2onc(C)c2C)cc1)C(F)(F)F (stereo not given)
→ / | 1.3 | 1.3
> CCOc1ccc(CCNC(=O)C2CCN(S(=O)(=O)N3CCCCC3)CC2)cc1OCC
→ -11 | 0.87 | 0.33
> CCn1c(C)nc2cc(C(=O)N=Nc3c(O)[nH]c4ccccc34)ccc21
→ -36 | -0.31 | -1.1
> COc1cc2nc(C3CCC3)n(NC(=O)C3CCC3)c(=O)c2cc1OC
→ -24 | 1.1 | 0.26
> CCOC(=O)CNC(=S)N(Cc1cccs1)C1CCCC1
→ 3 | 0.34 | 0.2
> CCc1nc(SCC(=O)c2cccc([N+](=O)[O-])c2)n[nH]1
→ 11 | 0.38 | 0.24
> Cc1cc(C)c(C#N)c(Oc2ccc(O)cc2)n1
→ -114 | -0.43 | -0.33
> CC1=CC(C)(C)N(C(=O)CSc2nnc(-c3ccccc3)o2)c2ccc(C)cc21
→ / | -1.8 | -0.62
> CCOc1ccc(NC(=O)CN(C)S(=O)(=O)c2cccs2)cc1
→ -39 | -0.62 | -0.44
> CCOC(=O)N1CCOCCOCCN(C(=O)OCC)CCOCC1
→ / | 0.78 | 0.63
> O=c1c2c(nc3c(-c4cccc(Br)c4)c[nH]n13)CCCC2
→ / | 0.37 | -1.1
> O=C(/C=C/c1ccc(Cl)cc1Cl)N1CCc2ccccc21
→ / | 0.87 | 2.1
> CCCCCn1c(CCNC(=O)c2cccs2)nc2ccccc21
→ 14 | -0.44 | -0.15
> CCCN(Cc1cc2cc(C)ccc2[nH]c1=O)C(=O)c1cccc(OC)c1
→ -197 | 0.96 | 0.8
> Cc1c(C(=O)NC(=S)Nc2ccccc2N2CCCC2)cccc1[N+](=O)[O-]
→ -44 | -1.2 | -0.48
> O=C(NCc1ccccc1)C(c1cccs1)N(Cc1cccs1)C(=O)c1cnccn1 (stereo not given)
→ 17 | 0.72 | 0.56
> CCOCCCN1CN(S(=O)(=O)c2ccc(Cl)cc2)c2nc3ccccc3nc21
→ 8 | -0.94 | -0.92
> Cc1cc(C)cc(OCC(=O)NNC(=O)c2cc3ccccc3oc2=O)c1
→ / | -0.05 | 0.09
> O=C(c1cnccn1)N(Cc1cccs1)C1(C(=O)NC2CCCCC2)CCCCC1
→ -28 | -0.38 | -1.5
> COc1ccc(Cc2nnc(-c3ccccc3)o2)cc1
→ -113 | / | /
> O=C(Nc1cc(C(F)(F)F)ccc1N1CCOCC1)c1ccc(F)cc1
→ 36 | -0.37 | -0.31
> COc1cc(/C=N/N=C2/SCC(=O)N2c2ccc(O)cc2)ccc1O
→ -20 | / | /
> O=C1OCCC1Sc1nnc(-c2ccccc2)o1 (stereo not given)
→ / | 0.53 | -0.56
> CCN(CC)Cc1cc(C(C)=O)ccc1O
→ -13 | 0.19 | -0.16
> COc1ccc(C)cc1S(=O)(=O)NCCC1=CCCCC1
→ -4 | -0.47 | -0.39
> O=C(NC1CCCCC1)c1cc([N+](=O)[O-])[nH]n1
→ 0 | 1.3 | 1.9
> O=C(NN1C(=O)C2C3C=CC(C4CC34)C2C1=O)c1ccccc1Cl (stereo not given)
→ / | -0.48 | -0.62
> Cc1ccc(NC2=NC(=S)N(CC#N)C23CCCCC3)cc1
→ -6 | -0.23 | -0.26
> CCOc1ccc(C2CC(c3ccc(CC)cc3)n3nc(N)nc3N2)cc1 (stereo not given)
→ / | 1.8 | 2.7
> Cc1ccc(C(O)(C(=O)NNc2ccc3ccccc3n2)c2ccc(C)cc2)cc1
→ / | -0.27&-0.41 | 0.05&-0.6
> CCN(CC(=O)Nc1ccc2c(c1)OC(F)(F)O2)Cc1nc2ccccc2c(=O)[nH]1
→ 46 | 0.05 | -0.07
> COc1ccc(N2C(=O)CC(N3CCN(c4ccc(C(=O)c5cccnc5)cc4)CC3)C2=O)cc1 (stereo not given)
→ -20 | 0.9 | 1.8
> Cc1noc(C)c1COc1cccc(C(=O)NCCc2c[nH]c3ccccc23)c1
→ -122 | / | /
> N=C1C=CC=C2C1=NC1(CCCCC1)N2O
→ / | 1.1 | 1.1
> O=C(NCCc1ccc(Cl)cc1)C1CCCN(S(=O)(=O)c2cnc[nH]2)C1 (stereo not given)
→ / | -0.11 | -0.45
> CCCCn1cnc2cc(NCc3cccc(OC)c3O)ccc21
→ 6 | 0.65 | 0.11
> CC(C(=O)Nc1cccc(S(=O)(=O)N2CCOCC2)c1)N1CCN(C/C=C/c2ccccc2)CC1 (stereo not given)
→ 0 | / | /
> CC(C(=O)Nc1ccc(N2CCOCC2)cc1)N1C(=O)c2ccccc2C1=O (stereo not given)
→ -31 | 1 | 0.72
> O=C(NNC(=O)c1ccccc1[N+](=O)[O-])c1ccco1
→ -13 | / | /
> CC1CC(C)CN(CC(O)COc2ccc3c(c2)CCC3)C1 (stereo not given)
→ 3 | 0.94 | 1.1
> CCOc1ccc(C(=O)NCCc2ccc3c(c2)OCCO3)cc1
→ 27 | / | /
> O=C(NNc1c2ccccc2nc2ccccc12)c1ccc(O)cc1
→ -9 | 1.3 | 1.5
> CCOC(=O)C1=C(N)N(c2ccccc2)C(=O)C1
→ 3 | 1.1 | 1.8
> NC1=NC(c2cccc(O)c2)n2c(nc3ccccc32)N1 (stereo not given)
→ -29 | 0.65 | 0.4
> c1nnc2c3c4c(sc3ncn12)CCC4
→ / | 1.3 | -0.13
> COc1ccc(C)cc1NC(=O)C(OC(=O)c1ccc([N+](=O)[O-])o1)c1ccccc1 (stereo not given)
→ -73 | -1.6 | -0.85
> O=C(CN1CCc2ccccc2C1)Nc1ccc(Br)cc1
→ 26 | -0.12 | 0.39

(next part)
Second line of a record: INS promoter inh | sdo1 growth | sdo1 growth Rescue 24 h
> O=C(Nc1cccc(C(F)(F)F)c1)C1CCN(S(=O)(=O)c2cnc[nH]2)CC1
→ / | 0.69 | 0.32
> CCOc1ccc(/C=C/C(=O)NCc2ccccc2)cc1
→ -27 | -0.05 | -0.07
> O=C(CCCc1c[nH]c2ccccc12)Nc1ccc2ccccc2c1
→ -20 | -1.7 | -0.53
> CCn1c(=O)cc(OCC(=O)N(C)c2ccccc2F)c2ccccc21
→ / | -0.39 | -0.58
> CCCN(CCC)C(=O)Cc1ccc(F)cc1
→ 42 | / | /
> CCCCN(Cc1ccccc1)S(=O)(=O)c1cc(Br)cc2c1N(C(C)=O)C(C)C2 (stereo not given)
→ 0 | -2.3 | -0.98
> Cc1c(CC=C(Cl)Cl)c(=O)[nH]c2c(C)cccc12
→ 34 | 0.55 | 0.72
> Oc1c(C(Nc2ccccn2)c2cccnc2)cc(Cl)c2cccnc12 (stereo not given)
→ 27 | -0.84 | -0.6
> CCCOc1ccc(C(=O)Nc2cc(-c3nn4c(C)nnc4s3)ccc2C)cc1
→ / | -1.5 | -0.95
> CCc1nnc(NC(=O)c2ccc(N3C(=O)CCC3=O)cc2)s1
→ / | -0.55 | -1.3
> Cc1cc(C)cc(NC(=O)Cn2cc3c(n2)CCCCC3)c1
→ / | -0.78 | -0.39
> O=C(O)CCCN1C(=O)C2C3CC(C2C1=O)C1C(c2ccccc2)c2sc(=O)[nH]c2SC31 (stereo not given)
→ -9 | / | /
> COc1ccc(Cl)cc1N(CC(=O)NCC(C)C)S(=O)(=O)c1ccc(C)c([N+](=O)[O-])c1
→ / | -0.19 | 0
> Cc1ccc(N=CC=C2OC(C)(C)C(C)(C)O2)c(C)c1
→ 46 | -0.28 | -0.86
> C=CCNc1nc(NCCO)nc(N2CCCC2)n1
→ 62 | -1.9 | -1.3
> CSc1nsc(SCC(=O)Nc2ccc3c(c2)OCCO3)n1
→ / | 0.23 | -0.56
> Cc1ccnc2nc(C(=O)NCc3cccs3)nn12
→ -40 | 0.65 | -0.04
> COc1cccc(C2/C(=C(\O)c3ccc(OC)c(OC)c3)C(=O)C(=O)N2c2cc(C)on2)c1 (stereo not given)
→ / | 0.44 | -0.08
> Cc1ccc(/C=C(\NC(=O)c2ccccc2)C(=O)OCc2ccccc2)cc1
→ -51 | -0.71 | -0.34
> CCC(=O)NCCN1CCN(C(=O)CC)CC1
→ 39 | 0.61 | 0.84
> O=C(O)C1CC=CCC1C(=O)NCc1ccccc1 (stereo not given)
→ 6 | 0.42 | 0.08

Individual results from the results shown.
`CCn1c(=O)cc(OCC(=O)N(C)c2ccccc2F)c2ccccc21` @ sdo1 growth Rescue 24 h = -0.58
`CC(=O)Nc1ccc(S(=O)(=O)Nc2nc(C)cc(-n3nc(C)cc3C)n2)cc1` @ sdo1 growth = -0.33
`O=C(NNC(=O)c1ccccc1[N+](=O)[O-])c1ccco1` @ INS promoter inh = -13
`CCCN(Cc1cc2cc(C)ccc2[nH]c1=O)C(=O)c1cccc(OC)c1` @ sdo1 growth = 0.96
